hERG rescue – compounds protecting human hERG from proarrhythmic drug block; Q12809; CHO-hERG, FluxOR thallium flux, dofetilide IC70 present; activation (rescue from dofetilide block), less the hit threshold, % at 10 µM; 0.51% of 310,000 active; AID 1511;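 active means activation above the mean of controls blocked by dofetilide plus 5 SD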;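 further: thallium influx through hERG after potassium depolarization seen as dye fluorescence rise; in these data hits start at about 4.7%; inactives centre near -7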
Target sequence (Q12809 whole entry, looked up): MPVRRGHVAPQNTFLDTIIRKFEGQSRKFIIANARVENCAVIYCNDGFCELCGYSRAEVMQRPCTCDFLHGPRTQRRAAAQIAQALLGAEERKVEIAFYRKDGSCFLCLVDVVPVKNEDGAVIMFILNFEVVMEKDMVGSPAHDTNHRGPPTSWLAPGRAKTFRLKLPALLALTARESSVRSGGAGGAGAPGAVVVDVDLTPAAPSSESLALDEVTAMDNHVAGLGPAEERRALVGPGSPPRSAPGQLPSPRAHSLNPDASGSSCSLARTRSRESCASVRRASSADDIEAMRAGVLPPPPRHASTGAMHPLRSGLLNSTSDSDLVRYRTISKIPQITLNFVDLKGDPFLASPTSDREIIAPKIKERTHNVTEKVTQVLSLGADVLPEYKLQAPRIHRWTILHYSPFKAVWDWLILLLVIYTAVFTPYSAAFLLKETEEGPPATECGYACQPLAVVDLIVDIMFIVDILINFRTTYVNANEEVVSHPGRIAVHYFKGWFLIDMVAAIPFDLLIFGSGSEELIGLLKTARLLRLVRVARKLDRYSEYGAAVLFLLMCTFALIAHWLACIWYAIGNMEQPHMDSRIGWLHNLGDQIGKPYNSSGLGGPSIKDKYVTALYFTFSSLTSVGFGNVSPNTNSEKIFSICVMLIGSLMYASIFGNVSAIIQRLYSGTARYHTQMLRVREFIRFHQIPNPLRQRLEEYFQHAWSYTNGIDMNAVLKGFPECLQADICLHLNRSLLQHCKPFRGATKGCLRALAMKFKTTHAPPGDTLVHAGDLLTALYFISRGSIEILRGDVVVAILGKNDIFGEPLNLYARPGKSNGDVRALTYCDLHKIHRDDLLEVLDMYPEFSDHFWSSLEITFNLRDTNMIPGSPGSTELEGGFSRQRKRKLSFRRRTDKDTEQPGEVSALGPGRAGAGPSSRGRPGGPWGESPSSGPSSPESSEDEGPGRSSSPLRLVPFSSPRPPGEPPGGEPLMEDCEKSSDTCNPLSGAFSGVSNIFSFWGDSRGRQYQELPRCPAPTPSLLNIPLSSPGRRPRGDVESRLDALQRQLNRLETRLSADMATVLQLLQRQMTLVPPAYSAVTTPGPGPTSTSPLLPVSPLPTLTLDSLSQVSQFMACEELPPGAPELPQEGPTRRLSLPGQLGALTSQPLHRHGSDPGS
KCNK3 inh – human KCNK3 channel inhibition, primary screen; 0.84% of 340,000 active; B-score at 10 µM; AID 602410; O14649; CHO-KCNK3 thallium flux, FluxOR fluorescence; stronger effect = lower value;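 active means B-score under library mean minus 4 SD, starting fluorescence ratio at most library mean plus 5 SD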;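 further: more negative B-score means stronger inhibition of thallium flux through KCNK3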
GSK3 alpha inh – blocks human GSK-3 alpha kinase | ADP-Glo luminescence, 60 min | inhibition, % at 10 µM | 0.1% of 320,000 active | AID 2650;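 in the data active means inhibition above about 50%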;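 further: GST-tagged GSK-3 alpha with peptide substrate and 25 µM ATP; 0% = DMSO neutral wells and 100% = GW8510 positive control wells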
HDAC3 inh – blocks human histone deacetylase 3 | inhibition, % at 8.3 µM | 0.15% of 320,000 active | O15379 | recombinant HDAC3, fluorogenic peptide/trypsin coupled, fluorescence; in the data active means inhibition above about 26%, passing the limit was not always enough; inconclusive means no clear call, values can overlap the other calls
PolyA inh – blocks polyadenylation in yeast reporter cells; S. cerevisiae SKY197-pL101 polyadenylation reporter, beta-gal luminescence; efflux-impaired pdr1/pdr3 knockout yeast; score 100 = 6 SD above DMSO; calls only at 12 µM; 0.02% of 300,000 active; AID 1875;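 active means lowest replicate activity score at least 50, where 100 means six control SD above control mean; inconclusive means lowest score under 50 but half or more replicates reach 50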;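 further: yeast exposed to compound for 9 h at 30 °C; higher score means more reporter readthrough which indicates perturbed polyadenylation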
KCNK9 block – human KCNK9 channel inhibition; Q9NPC2; HEK293 KCNK9, FluxOR thallium flux fluorescence; stronger effect = lower value; B-score at 10 µM; 1.2% of 310,000 active; AID 488922;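 active means ratio B-score over 3 SD below the library mean, with starting fluorescence within 5 SD of its mean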;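 further: negative B-score means less thallium flux so channel inhibition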
KCNQ1 pot – human KCNQ1 channel potentiation or activation. CHO-K1 KCNQ1, thallium flux FluxOR fluorescence; stronger effect = higher value. B-score at 10 µM. 0.35% of 310,000 active;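 active means fluorescence ratio B-score, a plate-corrected score, at least three library SD, with initial intensity B-score within 5 SD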
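Assay system: stable KCNQ1 CHO-K1 line; medium: assay buffer, equal DMSO in all wells; timing: 90 min dye loading and 20 min compound exposure, both at room temperature; technique: kinetic FluxOR thallium fluorescence, 10-s 1-Hz baseline, 110-s post-stimulus read; read-out basis: B score of baseline-normalized fluorescence ratio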
KCNQ1 inh – human KCNQ1 channel inhibition; P51787; CHO-K1 KCNQ1, FluxOR thallium flux fluorescence; stronger effect = higher value; B-score at 10 µM; 1.3% of 310,000 active;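 active means compounds whose thallium flux B-score, printed positive for inhibition, exceeds three library SD while starting fluorescence stays within three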;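 further: channel opened by potassium depolarization with thallium stimulus after 20 min compound exposure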
RGS4 pot – potentiators or activators of RGS4; HEK293 M3R/inducible RGS4, carbachol calcium flux Fluo4; stronger effect = lower value; B-score at 10 µM; 0.92% of 310,000 active; AID 463111;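 active means B-score of the integrated calcium signal more than 4 SD below the library mean, with starting fluorescence not abnormally high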;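 further: negative B-score means reduced calcium response which marks RGS4 activation or potentiation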
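Material: Inducible-RGS4 HEK293 cells carrying M3 receptor; also added: carbachol at ECmax as muscarinic agonist stimulus; incubation: compound preincubation 20 min at room temperature before agonist; signal: Fluo4-AM (2 µM) calcium-flux fluorescence, kinetic read; measure: integrated calcium ratio converted to B score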
Dyrk1A ADPGlo – blocks rat Dyrk1A kinase activity; ADP-Glo luminescence, NFATc1 peptide; AID 504441; 0.43% of 310,000 active; inhibition, % at 12.5 µM; in the data active means inhibition above about 50%;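 further: plate controls were vehicle with enzyme for no effect and no enzyme for full effect; many of its hits are not listed in these tables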
GSK3B inh – blocks human GSK3beta kinase activity | activity score (negative = inhibition), % at 10 µM | 0.038% of 300,000 active | GST-GSK3beta kinase, ADP-Glo luminescence, 60 min; stronger effect = lower value | P49841 | AID 2097;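 active means more than half of replicate wells score below -50%, meaning over 50% inhibition versus plate controls; inconclusive means some replicates but at most half score below -50%; inactive means no replicate scores below -50%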;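 further: 0% = median DMSO wells and -100% = median GW8510 positive control wells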
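Test system: GST-tagged human GSK3beta kinase, cell-free; evaluation: activity score scaled between in-plate DMSO and GW8510 controls; measured by: ADP-Glo luminescence; incubation: 60 min reaction, RT; benchmarks: DMSO and 20 µM GW8510; reagent: peptide substrate plus 25 µM ATP (final); medium: Tris/MgCl2 kinase buffer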
* = called active by the depositor; i = inactive; u = inconclusive; x = no result given. Not all compounds are listed, so the mix of outcomes need not match the whole.

The opening five entries (preview)
#	SMILES	hERG rescue	KCNK3 inh	GSK3 alpha inh	HDAC3 inh	PolyA inh	KCNK9 block
1	Cc1nc(N/C(N)=N/S(=O)(=O)c2ccc([N+](=O)[O-])cc2)nc2ccccc12	0	i	-2	3	i	i
2	COc1ccc(-c2csc(N(CC3CCCO3)C(=O)c3ccc(C)cc3)n2)cc1 (configuration not stated)	-11	i	1	5	i	i
3	O=C(O)COc1ccc(S(=O)(=O)N2CCCC2)cc1	-6	i	-1	-8	i	i
4	CCN(CC)CCN(Cc1cc2cc3c(cc2[nH]c1=O)OCCO3)C(=S)NC	-7	i	-4	-5	i	i
5	COc1ccc(OCc2cccc(C(=O)Nc3cc(C)on3)c2)cc1	-6	i	-2	-2	i	i

#	KCNQ1 pot	KCNQ1 inh	RGS4 pot	Dyrk1A ADPGlo	GSK3B inh
1	i	i	i	-2	1
2	i	i	i	-4	-1
3	i	i	i	0	-3
4	i	i	i	2	-2
5	i	i	i	5	2

This part in full, from the first entry:
#	SMILES	hERG rescue	KCNK3 inh	GSK3 alpha inh	HDAC3 inh	PolyA inh	KCNK9 block
1	Cc1nc(N/C(N)=N/S(=O)(=O)c2ccc([N+](=O)[O-])cc2)nc2ccccc12	0	i	-2	3	i	i
2	COc1ccc(-c2csc(N(CC3CCCO3)C(=O)c3ccc(C)cc3)n2)cc1 (configuration not stated)	-11	i	1	5	i	i
3	O=C(O)COc1ccc(S(=O)(=O)N2CCCC2)cc1	-6	i	-1	-8	i	i
4	CCN(CC)CCN(Cc1cc2cc3c(cc2[nH]c1=O)OCCO3)C(=S)NC	-7	i	-4	-5	i	i
5	COc1ccc(OCc2cccc(C(=O)Nc3cc(C)on3)c2)cc1	-6	i	-2	-2	i	i
6	Cc1ccc(NC(=O)c2cnc(SCC(=O)NCC3CCCO3)n(C)c2=O)cc1C (configuration not stated)	-6	i	-3	-5	i	i
7	O=C(CSc1nnc(-c2ccc3c(c2)OCCO3)o1)NC1CCCCC1	-5	x	-3	-5	i	i
8	Cc1ccc(S(=O)(=O)NCC(=O)N2CCC(C)CC2)cc1	-6	i	-2	0	i	i
9	CCCSc1ccc([C@H]2N[C@@](Cc3ccccc3)(C(=O)OC)[C@H]3C(=O)N(CC)C(=O)[C@@H]23)cc1	-9	i	-2	0	i	i
10	COc1cnc(-c2ccccc2)c(-c2ccccc2)n1	-14	i	0	7	i	i

#	KCNQ1 pot	KCNQ1 inh	RGS4 pot	Dyrk1A ADPGlo	GSK3B inh
1	i	i	i	-2	1
2	i	i	i	-4	-1
3	i	i	i	0	-3
4	i	i	i	2	-2
5	i	i	i	5	2
6	i	i	i	1	-3
7	i	i	i	x	-1
8	i	i	i	3	2
9	i	i	i	x	0
10	i	i	i	x	-3

The listing continues:
#	SMILES	hERG rescue	KCNK3 inh	GSK3 alpha inh	HDAC3 inh	PolyA inh	KCNK9 block
11	COc1cc(NC(=O)c2cccs2)c(OC)cc1NC(=O)CCC(=O)Nc1ccc2ncccc2c1	-4	i	x	x	i	i
12	CC(C(=O)NCCN1CCOCC1)c1ccc([N+](=O)[O-])cc1 (configuration not stated)	-6	i	x	-1	i	i
13	Cc1nc2ccccc2n1CC(O)COC1CCCCC1 (configuration not stated)	-3	i	-3	0	i	i
14	CC1=NC(C#N)=C(C#N)NC(C)(C)C1	-3	i	2	-4	i	i
15	O=C(CSc1nnc2ccccn12)N1CCc2ccccc2C1	0	i	-1	-5	i	i
16	OC(CNCC1CCCO1)Cn1c2ccc(Br)cc2c2cc(Br)ccc21 (configuration not stated)	-31	i	1	-4	i	i
17	Cc1cc2c(cc1C)CSC(c1ccccc1OC(=O)C(C)(C)C)SC2	-12	i	-1	8	i	i
18	Nc1ccc(C2CCCc3nonc32)c2nonc12 (configuration not stated)	-14	i	x	3	i	i
19	Cc1ccc(C(=O)NCC(=O)NCC(=O)OCC(=O)c2ccc([N+](=O)[O-])cc2)cc1	-11	i	1	6	i	i
20	COc1cccc(C(=O)Oc2ccc(/C=N/NC(=O)c3ccncc3)cc2OC)c1	-5	i	-3	-2	i	i

#	KCNQ1 pot	KCNQ1 inh	RGS4 pot	Dyrk1A ADPGlo	GSK3B inh
11	i	i	i	-2	1
12	i	i	i	-70	2
13	i	i	i	6	0
14	i	i	i	x	-1
15	i	i	i	4	-1
16	i	i	i	3	0
17	i	6*	i	4	1
18	i	i	i	-2	2
19	i	i	i	-5	2
20	i	i	i	-6	0

Carrying on:
#	SMILES	hERG rescue	KCNK3 inh	GSK3 alpha inh	HDAC3 inh	PolyA inh	KCNK9 block
21	CN(C)C(=O)C#Cc1ccccc1	-3	i	-2	-5	i	i
22	O=C(CCNC(=O)c1ccccc1Cl)NCC(c1ccco1)N1CCCC1 (configuration not stated)	-18	i	-2	-2	i	i
23	Cc1ccc(S(=O)(=O)N2CCCCC2C(=O)N(C)c2ccccc2)cc1 (configuration not stated)	-12	i	-2	-2	i	i
24	CCOc1ccc(NC(=O)CN(C)CC(=O)Nc2cc(Cl)ccc2C#N)cc1OCC	-4	i	-2	-1	i	i
25	CC1CC(C)CN(S(=O)(=O)c2cccc(C(=O)OCCN3CCCC3=O)c2)C1 (configuration not stated)	-10	i	-1	5	i	i
26	Cc1nc(SCC(=O)N(C)Cc2ccco2)c2c(C)c(C)sc2n1	-15	i	-1	1	i	i
27	Cc1cccc2sc(N(CCCN(C)C)C(=O)CCc3ccccc3)nc12	-16	i	x	x	i	i
28	Cc1ccc(S(=O)(=O)Cc2nnnn2-c2ccccc2)cc1	-6	i	1	x	i	i
29	Cc1ccc(CNC(=O)CSc2c3c(nc4cc(Cl)ccc24)CCCC3)o1	-11	i	3	-1	i	i
30	O=C(O)CSCC(=O)N(Cc1ccccc1)c1nc(-c2ccccc2)c(-c2ccccc2)s1	-13	i	-3	6	i	i

#	KCNQ1 pot	KCNQ1 inh	RGS4 pot	Dyrk1A ADPGlo	GSK3B inh
21	i	i	i	7	0
22	i	i	i	-6	0
23	i	i	i	-2	-2
24	i	i	i	5	-1
25	i	i	i	2	0
26	i	i	i	2	0
27	i	i	i	x	0
28	i	i	i	-7	0
29	i	i	i	5	-4
30	i	8*	i	3	-1

More entries:
#	SMILES	hERG rescue	KCNK3 inh	GSK3 alpha inh	HDAC3 inh	PolyA inh	KCNK9 block
31	Nn1c(SCc2c(F)cccc2F)nnc1-c1ccccn1	-12	i	1	5	i	i
32	CCOc1cc(CNC2CCCC2)cc(Cl)c1OCc1ccccc1	-3	i	4	-3	i	i
33	COC(=O)c1ccc(CSc2nc3c(c(=O)n2-c2ccccc2)SCC3)o1	-15	i	0	5	i	i
34	COc1ccc(NCC(=O)N/N=C/c2c(C)nn(Cc3ccccc3)c2Cl)cc1	-9	i	0	-2	i	i
35	COC(=O)c1c(NC(=O)c2cnccn2)sc2c1CCC2	-11	i	2	8	i	i
36	N#CC1=C(N)Oc2cc(N)ccc2C1c1cccnc1 (configuration not stated)	-5	i	2	0	i	i
37	O=C1CC(N2C(=O)/C(=C/C=C/c3ccccc3)SC2=S)C(=O)N1c1ccccc1 (configuration not stated)	-7	i	-1	1	i	i
38	N#CC1(NC(=O)COC(=O)c2cc([N+](=O)[O-])ccc2N2CCOCC2)CCCCC1	-4	i	0	4	i	i
39	COc1ccc(NC(=O)CN2C(=O)C(c3ccccc3)=NC23CCCCCC3)cc1	-7	i	-1	4	i	i
40	O=C(c1ccc(-c2cc(Cl)ccc2Cl)o1)N1CCOCC1	-11	i	0	x	i	i

#	KCNQ1 pot	KCNQ1 inh	RGS4 pot	Dyrk1A ADPGlo	GSK3B inh
31	i	i	i	1	0
32	i	i	i	8	-3
33	i	i	i	2	7
34	i	i	i	4	0
35	i	i	i	2	-5
36	i	i	i	0	0
37	i	i	i	-4	-1
38	i	i	i	-2	-4
39	i	i	i	-4	-2
40	i	i	i	29	0

Carrying on.
#	SMILES	hERG rescue	KCNK3 inh	GSK3 alpha inh	HDAC3 inh	PolyA inh	KCNK9 block
41	O=C(NCCCn1ccnc1)c1ccc(Br)s1	-11	i	0	-19	i	i
42	CCO[C@H]1OC(C(=O)NCc2ccccc2)=C[C@@H](c2ccc3c(c2)OCO3)[C@@H]1CCCO	-9	i	x	-2	i	i
43	CC(=O)Nc1ccc(NC(=O)CCn2nnc3ccccc32)cc1	-7	i	-5	0	i	i
44	O=[N+]([O-])/C(C(=C(Cl)Cl)N1CCOCC1)=C1\NCCO1	-9	i	-3	8	i	i
45	O=C(Nc1ccccc1C(=O)Nc1ccc(Br)cn1)c1cccc([N+](=O)[O-])c1	-5	i	0	0	i	i
46	Cc1cc(C)n(CC(O)COc2ccc3ccccc3c2)n1 (configuration not stated)	4	i	x	x	i	i
47	COC(=O)c1ccc(OCCn2cnc3ccccc3c2=O)cc1	-5	i	-2	-1	i	i
48	Cc1cccc(NS(=O)(=O)c2c(C)nc3scc(C)n3c2=O)c1	-10	i	-1	0	i	i
49	Clc1ccc(C(c2ccccc2)N2CCNCC2)cc1 (configuration not stated)	-14	i	-1	-8	i	i
50	O=C1CN(c2nc(-c3ccccc3)c3cc(Br)ccc3n2)c2ccccc2N1	-5	x	-2	u	i	i
51	O=c1cccc2n1Cc1cc3ccccc3nc1-2	-5	i	1	-185	i	i
52	O=C(Cc1cccc(C(F)(F)F)c1)NCC(c1ccco1)N1CCCCC1 (configuration not stated)	-12	i	-1	4	i	i
53	CN(C)c1c(F)cc(-c2nn[nH]n2)cc1F	-9	i	-3	-8	i	i

#	KCNQ1 pot	KCNQ1 inh	RGS4 pot	Dyrk1A ADPGlo	GSK3B inh
41	i	i	i	-2	0
42	i	i	i	3	-4
43	i	i	i	-1	4
44	i	i	i	x	2
45	i	i	i	x	x
46	i	i	i	x	4
47	i	i	i	0	-5
48	i	i	i	-2	-2
49	i	i	i	5	-4
50	i	i	i	x	3
51	i	i	i	8	0
52	i	i	i	x	1
53	i	i	i	-4	-4
